Screening data: PubChem BioAssay, several laboratories
Granule exo inh: LAMP-1 surface exposure blockers, TALL-104 cells – cell-based, flow cytometry, MLPCN library, primary screen; TALL-104 LAMP-1 surface exposure; cells stimulated with thapsigargin and PMA; inhibition, % at 10 µM; 0.66% of 360,000 active; AID 651702, 2012;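 active means inhibition above about 55%, limit read from the data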
Vif inh: HIV Vif self-association inhibitors, primary screen, imaging, HEK293T, single point; HEK293T cells, Vif self-association by quenched fluorescence, 24 h; inhibition, % at 7.49 µM; 0.35% of 340,000 active; in the data active means inhibition above about 50%, passing the limit was not always enough; further: some results filed as inactive read as strong as hits
HIF-2a block: HIF-2a reporter inhibitors, primary screen, luminescence, 786-0 RCC cells. 786-0 RCC cells HIF-2a reporter, luciferase luminescence, overnight. inhibition, % at 18.8 µM. 0.72% of 360,000 active;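 active means inhibition of the luminescence signal of 40% or more relative to plate controls, in a single-dose primary screen at 18.75 µM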
iPSC survival up: enhancers of single-cell hiPSC survival, primary screen, ATPlite luminescence; 100% = ROCK inhibitor wells, 0% = DMSO; survival enhancement, % at 20 µM; 0.044% of 360,000 active; AID 602274, 2012; in the data active means survival enhancement above about 18%;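 further: cells exposed to compounds for 16 hours before the ATP read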
CaV13 ICDI inh: Primary screen for inhibitors of IQ motif and Ca2+-dependent inactivation inhibitor domain binding in CACNA1D, Förster resonance energy transfer in living cells, …; HEK cells, CFP/YFP FRET ICDI-IQ, plate reader, 10 min; percent FRET-ratio fall versus neutral wells; inhibition, % at 12.3 µM; 0.098% of 340,000 active; AID 743397;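 active means mean replicate inhibition of at least 30% and at least 1% of replicates passing that level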;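 further: 0% = median of the neutral control wells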
NR2E3 ag-1: NR2E3 agonists in two-hybrid cells, primary screen, cell-based, luminescence, CHO-S, Gal4-NCOR/VP16-NR2E3; inhibition of corepressor binding, % at 3.98 µM; Photoreceptor-specific nuclear receptor (Homo sapiens), Q9Y5X4; 0.35% of 360,000 active; AID 602229, 2012; luciferase;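 active means inhibition above the mean of all tested compounds plus 3 SD, cut at about 70% in these data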;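 further: 0% = DMSO with NR2E3 transfected cells and 100% = cells lacking NR2E3 construct; higher means lower luciferase signal from less NR2E3 corepressor binding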
Target sequence (Q9Y5X4 whole entry, looked up, the tested form may be a part): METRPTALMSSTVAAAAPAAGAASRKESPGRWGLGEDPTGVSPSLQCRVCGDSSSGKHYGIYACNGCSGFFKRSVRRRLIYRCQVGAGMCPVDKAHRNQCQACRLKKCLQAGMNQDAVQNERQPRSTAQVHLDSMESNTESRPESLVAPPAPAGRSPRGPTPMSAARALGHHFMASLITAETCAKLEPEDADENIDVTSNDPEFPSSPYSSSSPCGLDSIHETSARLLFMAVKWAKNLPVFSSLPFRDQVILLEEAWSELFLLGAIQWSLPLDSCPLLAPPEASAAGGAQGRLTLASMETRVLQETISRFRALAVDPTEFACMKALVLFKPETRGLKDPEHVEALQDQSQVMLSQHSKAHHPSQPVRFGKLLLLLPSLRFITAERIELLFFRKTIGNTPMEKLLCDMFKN
Peg3 promoter: Peg3 promoter-driven luciferase inhibitors, primary screen, cell-based, HeLa, luciferase luminescence | HeLa PEG-Prom luciferase reporter, overnight | inhibition, % at 20 µM | 1.7% of 360,000 active | AID 588405, 2011;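 active means inhibition of at least 50% at 20 µM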
aDG glyco act: activators of alpha-DG glycosylation, primary screen, uHTS, Pro5-aDG cells, AlphaScreen | alpha-DG glycosylation AlphaScreen (IIH6); 0% Pro5, 100% B10-LARGE cell signal | activation, % at 10 µM | 0.22% of 360,000 active | AID 624168, 2012;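 active means activation of at least 8% versus controls, or a plate z-score of at least 8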;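 further: Pro5 are CHO cells carrying HIG-tagged alpha-DG that lacks glycosylation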
MITF TRPM1 inh: inhibitors of MITF-dependent TRPM1 promoter reporter, primary screen, cell-based, SK-MEL-5, single point, luciferase; SK-MEL-5 TRPM1 promoter luciferase, 24 h; inhibition, % at 12.5 µM; 0.83% of 330,000 active; AID 488899, 2010;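 active means mean inhibition across replicates of 60% or more, whatever share of single replicates reaches that level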; further: values of inactives mirror those of a sister screen read the other way
NR2E3 ag-2: inhibitors of NR2E3-RetCOR corepressor binding, primary screen, NR2E3 agonist project, biochemical, TR-FRET, GST-NR2E3, biotin-RetCOR. 1536-well. AID 2300, 2010. inhibition of corepressor binding, % at 4.78 µM. Photoreceptor-specific nuclear receptor (Homo sapiens), Q9Y5X4. 0.12% of 320,000 active;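 active means percent inhibition above the cutoff of mean plus 3 SD of all tested compounds, set per screening campaign, cut at about 20% in these data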;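 further: 0% = DMSO wells and 100% = biotin wells as full block of FRET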
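Material: NR2E3–RetCOR corepressor complex / Incubation: Compound–protein incubation for 5 h at 4 °C / Dosing: compound at 4.8 µM, single dose / Detection: time-resolved FRET / Benchmarks: high control biotin, low control 0.6% DMSO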
PDI turbidity: inhibitors of human PDI, primary screen, biochemical, turbidity, single point, plate reader | PDI insulin aggregation turbidity, A650, 90 min | inhibition, % at 10 µM | 0.052% of 350,000 active | AID 588391, 2011;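 active means mean inhibition across replicates of 30% or more, whatever share of single replicates reach that level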;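 further: absorbance from insulin aggregation driven by PDI reduction with DTT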
Target sequence (P07237 whole entry, looked up): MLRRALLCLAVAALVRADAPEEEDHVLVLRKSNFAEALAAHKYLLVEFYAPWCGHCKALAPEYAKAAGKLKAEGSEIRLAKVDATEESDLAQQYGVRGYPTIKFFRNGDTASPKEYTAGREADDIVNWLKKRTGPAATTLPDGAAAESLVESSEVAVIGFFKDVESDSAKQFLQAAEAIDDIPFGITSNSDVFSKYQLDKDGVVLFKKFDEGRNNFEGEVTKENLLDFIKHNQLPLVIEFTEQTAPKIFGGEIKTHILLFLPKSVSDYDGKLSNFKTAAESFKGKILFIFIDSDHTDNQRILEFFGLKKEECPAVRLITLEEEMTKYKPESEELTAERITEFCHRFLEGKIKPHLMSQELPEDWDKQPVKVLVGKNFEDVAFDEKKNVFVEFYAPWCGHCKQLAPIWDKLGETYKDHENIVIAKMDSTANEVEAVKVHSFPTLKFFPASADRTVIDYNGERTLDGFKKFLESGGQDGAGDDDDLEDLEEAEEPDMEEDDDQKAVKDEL
Active calls of the source: *; / = no result given.

SMILES	Granule exo inh	Vif inh	HIF-2a block	iPSC survival up	CaV13 ICDI inh	NR2E3 ag-1	Peg3 promoter	aDG glyco act	MITF TRPM1 inh	NR2E3 ag-2	PDI turbidity
COc1ccc(NS(=O)(=O)c2ccc3oc(SC4CCOC4=O)nc3c2)cc1 (configuration not stated)	1	-1	29	-0.7	/	-17	5	0.0	14	4	-3
CCOC(=O)C1CCN(C(=O)C(C)N(c2ccc(Oc3ccccc3)cc2)S(C)(=O)=O)CC1 (configuration not stated)	-3	-11	10	-2.5	-4	4	17	4.6	14	/	5
C[C@H](CO)N1C[C@H](C)[C@@H](CN(C)C)Oc2c(NC(=O)C3CC3)cccc2C1=O	-11	12	16	8.5	-5	-4	4	0.3	-6	/	-1
O=C(O)C1C(c2ccccc2)=C1c1ccc(Br)cc1 (configuration not stated)	2	1	-9	-1.8	-4	10	3	0.1	/	/	-2
CSCC[C@H](NC(=O)Cc1c(C)c2c(cc(C)c3c(C)c(C)oc32)oc1=O)C(=O)O	2	0	6	-0.1	-17	-30	3	0.0	13	/	7
CCOc1ccc(C(=O)Nc2nc(C)cc(C)n2)cc1[N+](=O)[O-]	3	-8	14	-0.4	-5	-5	-3	0.0	1	0	-8
CC1CC(C)CN(S(=O)(=O)c2ccc(C(C)(C)C)cc2)C1 (configuration not stated)	-1	-14	18	-0.2	-2	11	19	0.1	2	-1	-8
Cc1ccc(CS(=O)Cc2ccc(C(=O)NCCc3ccccc3)o2)cc1 (configuration not stated)	-1	-9	-17	-0.1	-3	1	-22	0.6	-5	2	-3
O=[N+]([O-])c1nn(-c2ccc3c(c2)OCCO3)n(O)c1=NCc1ccccc1Cl	-2	6	-290	0.0	-8	-78	-262	0.0	-72	0	3
CS(=O)(=O)c1cccc(C(=O)OCC(=O)NC(=O)Nc2ccccc2F)c1	7	14	-7	-1.6	-3	-7	4	-0.2	2	/	15
COc1cccc(C(=O)NCCS(=O)(=O)N2CCCCC2)c1	-3	-2	8	0.1	-6	-14	13	-0.3	3	-1	12
Cc1c([N+](=O)[O-])cnc(Sc2ccccc2)c1[N+](=O)[O-]	10	-2	50*	-0.4	-3	-32	44	0.2	11	0	-5
COc1c(C)cc(Br)cc1C(=O)Nc1ccc(N2CCN(S(C)(=O)=O)CC2)cc1	11	0	-1	-0.1	-9	-14	2	-0.3	1	-1	-5
O=C(OCC(=O)N1CCCC1)c1ccccc1O	-8	8	-98	0.2	-2	-96	-204	-0.1	-44	-2	6
COC(=O)Cn1c(C)c(C(C)=O)c(C(C)=O)c1C	19	-13	9	1.1	/	-19	-14	0.0	-1	2	1
COc1ccc([N+](=O)[O-])cc1N(CC(=O)N1CCN(Cc2ccccc2)CC1)S(C)(=O)=O	3	-3	20	-0.6	-2	20	17	0.0	-2	7	-2
Cc1cccc(NS(=O)(=O)c2cc3c4c(c2)C(C)C(=O)N4CCC3)c1 (configuration not stated)	0	1	11	-0.1	-15	21	-7	0.0	6	2	1
CCCOc1ccc(C(=O)Nc2ccc(N3CCN(C(C)=O)CC3)cc2)cc1	-2	/	-8	2.2	/	-7	-5	0.1	5	1	0
CCN(CC)C(=O)COc1cc(C)c(Cl)c(C)c1	0	-6	-3	-0.6	/	6	18	0.2	4	-1	9
COc1ccc(-c2nnc3n2N=C(C)CS3)cc1	-1	-3	-2	7.1	-4	-3	-8	-0.2	9	0	-4

Reformatted: 9 of the compounds above
Screens in order – Granule exo inh	Vif inh	HIF-2a block	iPSC survival up	CaV13 ICDI inh	NR2E3 ag-1	Peg3 promoter	aDG glyco act	MITF TRPM1 inh	NR2E3 ag-2	PDI turbidity
> COc1ccc(NS(=O)(=O)c2ccc3oc(SC4CCOC4=O)nc3c2)cc1 (configuration not stated)
 : 1	-1	29	-0.7	/	-17	5	0.0	14	4	-3
> CCOC(=O)C1CCN(C(=O)C(C)N(c2ccc(Oc3ccccc3)cc2)S(C)(=O)=O)CC1 (configuration not stated)
 : -3	-11	10	-2.5	-4	4	17	4.6	14	/	5
> C[C@H](CO)N1C[C@H](C)[C@@H](CN(C)C)Oc2c(NC(=O)C3CC3)cccc2C1=O
 : -11	12	16	8.5	-5	-4	4	0.3	-6	/	-1
> O=C(O)C1C(c2ccccc2)=C1c1ccc(Br)cc1 (configuration not stated)
 : 2	1	-9	-1.8	-4	10	3	0.1	/	/	-2
> CSCC[C@H](NC(=O)Cc1c(C)c2c(cc(C)c3c(C)c(C)oc32)oc1=O)C(=O)O
 : 2	0	6	-0.1	-17	-30	3	0.0	13	/	7
> CCOc1ccc(C(=O)Nc2nc(C)cc(C)n2)cc1[N+](=O)[O-]
 : 3	-8	14	-0.4	-5	-5	-3	0.0	1	0	-8
> CC1CC(C)CN(S(=O)(=O)c2ccc(C(C)(C)C)cc2)C1 (configuration not stated)
 : -1	-14	18	-0.2	-2	11	19	0.1	2	-1	-8
> Cc1ccc(CS(=O)Cc2ccc(C(=O)NCCc3ccccc3)o2)cc1 (configuration not stated)
 : -1	-9	-17	-0.1	-3	1	-22	0.6	-5	2	-3
> O=[N+]([O-])c1nn(-c2ccc3c(c2)OCCO3)n(O)c1=NCc1ccccc1Cl
 : -2	6	-290	0.0	-8	-78	-262	0.0	-72	0	3

(list continues)
SMILES	Granule exo inh	Vif inh	HIF-2a block	iPSC survival up	CaV13 ICDI inh	NR2E3 ag-1	Peg3 promoter	aDG glyco act	MITF TRPM1 inh	NR2E3 ag-2	PDI turbidity
CCOC(=O)c1[nH]c(C)c(C(=O)N2CCc3ccccc32)c1C	14	-3	12	-0.8	/	-9	-35	-0.1	59	0	1
C(=N\c1nc2ccccc2n1CCN1CCCCC1)/c1cccs1	2	13	12	1.5	/	-10	1	0.1	12	0	-2
O=c1cc(C(F)F)oc2c1ccc1ccccc12	9	-3	-34	-0.7	-6	-2	-24	0.2	-28	1	-3
O=C(NCc1ccccc1)C(=O)Nc1nc(-c2ccccc2)cs1	2	15	-11	-0.6	-4	-4	-25	-0.2	-3	2	19
Cc1ccc(NS(=O)(=O)c2c(C)ccc3nsnc23)c([N+](=O)[O-])c1	0	-5	14	0.2	-4	-4	19	0.0	0	3	-1
CC(=O)NC12CC3CC(C1)CC(C(=O)Nc1ccc(C)c(S(=O)(=O)N4CCCCCC4)c1)(C3)C2	-6	-4	22	-1.2	-5	0	14	0.1	18	/	5
CN(C)c1ccc(C=Nc2cnn(C)c2C(N)=O)cc1	4	-12	-144	1.5	-2	-14	-101	-0.2	-16	-4	6
COc1cc(-c2nnc(NC(=O)CS(=O)(=O)c3ccc(Cl)cc3)o2)cc(OC)c1OC	-2	8	10	-0.2	-5	-2	14	0.5	/	/	-3
O=C1NCC(Nc2ccccc2)C(=O)N1 (configuration not stated)	-3	-2	6	-2.1	-17	-29	8	-0.1	-2	/	9
O=C(Nc1cccc(F)c1)/C(=C\c1ccco1)NC(=O)c1cccs1	-2	-10	3	0.0	-6	-16	1	0.4	7	-1	0
Cc1ccc(C)c(NC(=O)CCC(=O)N/N=C/c2cccnc2)c1	0	-6	21	0.0	-3	-17	-23	-0.1	4	/	-3
O=C(Nc1cc(S(=O)(=O)N2CCOCC2)ccc1N1CCCCC1)c1ccccc1	-3	1	11	0.6	-18	18	13	0.1	4	-1	-3
CCN(CC)S(=O)(=O)c1ccc(Oc2ccccc2)cc1	1	-7	-18	-0.4	-9	2	-3	-0.1	25	4	-12
COc1ccc(Cl)c(OC)c1C(=O)NC(=O)Nc1c(F)cc(F)cc1F	-5	-5	10	0.1	-1	13	7	-0.1	12	2	4
COc1ccc(OC)c(C2C(C(=O)c3ccccc3)=C(C)Nc3nc4ccccc4n32)c1 (configuration not stated)	-7	2	2	-1.5	-7	-12	33	-0.2	/	-1	-10
O=C(Nc1ccc2nccnc2c1)Nc1ccccc1Cl	-3	-3	-155	1.2	-21	-101	-172	0.4	-46	1	6
CCOC(=O)C1CCN(c2nc(-c3ccc(Br)cc3)nc3ccccc23)CC1	37	-6	19	-0.3	-2	3	39	0.5	30	2	3
Cn1c(SCC(=O)NCCc2ccc(S(N)(=O)=O)cc2)nc2ccccc2c1=O	2	-7	19	-0.1	1	3	23	-0.1	4	0	-2
CC(C)C(=O)Nc1ccc(C(=O)N2CCCCCC2)cc1	11	-18	14	1.1	-5	-12	5	-0.1	4	-2	-3
CCOC(=O)c1ccc(Nc2nc(C(=O)OCC)nc3ccccc23)cc1	13	/	-20	-0.9	/	-73	32	-0.2	2	5	-4
Cn1c(SCC(=O)Nc2ccccc2Br)nnc1-c1cnccn1	-6	-4	-3	-0.4	-8	13	4	-0.4	8	2	3
O=C(Cc1ccccc1)NCC(=O)N1CCCCC1	-1	1	-3	0.3	1	12	-2	0.0	2	2	1
Cc1ccc(C)c(N2CCN(C(=O)c3cc4ccccn4n3)CC2)c1	-5	1	-7	2.9	/	-7	-5	0.1	-9	5	/
COc1ccc(O)c(C(=O)c2cnc3nc4ccccc4n3c2)c1	4	-4	-49	-0.7	-17	-69	33	0.1	-1	1	-6
OC(c1cccc(F)c1)c1ncc(-c2ccc(C(F)(F)F)cc2)[nH]1 (configuration not stated)	0	-1	-51	-0.3	-6	-13	-4	0.8	/	/	5
CN(C)c1nc2ccc(OCCN3CCCCC3)cc2s1	4	1	-137	-1.8	-5	-18	-135	0.0	-33	-2	11
CC(=O)Nc1cccc(/C(C)=N/NC(=O)c2ccc(Cl)cc2Cl)c1	2	-2	-27	0.1	-3	-6	-24	0.0	-21	-1	-3
CC(C)(C)c1ccc(COC(=O)Nc2ccc(F)cc2)cc1	-6	0	-111	0.5	-3	-9	-75	-0.1	-66	1	5
CCOC(=O)CNC(=O)N1CCCC(C(=O)c2ccccc2SC)C1 (configuration not stated)	-2	/	21	3.0	-4	-7	-6	0.3	-3	1	1
CCC(CC)c1nnc(NC(=O)C2CC(=O)N(c3ccc4c(c3)OCCO4)C2)s1 (configuration not stated)	0	-3	21	0.0	-3	-16	0	-0.3	-12	1	4
